APJ antagonist = antagonists of human apelin receptor APJ, primary screen, CHO-K1 cells, beta-arrestin complementation, luminescence | 0.32% of 330,000 active | inhibition, % at 20 µM | P35414 | AID 2521, 2010;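 active means inhibition above about 40% at 20 µM, limit read from the data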;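 further: cells challenged with 10 nM apelin-13 agonist together with compound; plate controls were apelin-13 plus DMSO wells for no effect and DMSO wells lacking apelin-13 for full effect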
Target sequence (P35414 whole entry, looked up): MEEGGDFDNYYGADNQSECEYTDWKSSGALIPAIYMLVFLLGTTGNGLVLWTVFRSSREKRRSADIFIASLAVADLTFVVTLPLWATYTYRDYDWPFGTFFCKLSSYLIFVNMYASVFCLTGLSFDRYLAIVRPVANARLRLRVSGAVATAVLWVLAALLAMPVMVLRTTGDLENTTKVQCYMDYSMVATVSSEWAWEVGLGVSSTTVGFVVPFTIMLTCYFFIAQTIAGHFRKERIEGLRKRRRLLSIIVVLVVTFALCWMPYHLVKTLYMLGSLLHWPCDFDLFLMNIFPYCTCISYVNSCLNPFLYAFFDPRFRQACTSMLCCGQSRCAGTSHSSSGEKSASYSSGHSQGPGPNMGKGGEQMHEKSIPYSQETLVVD
Mdm2 MdmX PPI = inhibitors of human Mdm2-MdmX association, primary screen, cell-based, luminescence, split luciferase, SaOS-2, uHTS. inhibition, % at 8 µM. Protein Mdm4 (Homo sapiens) + E3 ubiquitin-protein ligase Mdm2 (Homo sapiens), …. 3% of 330,000 active. SaOS-2 split-luciferase Mdm2/MdmX complementation;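 active means inhibition of at least 50% at 8 µM in the primary screen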
APJ agonist = agonists of human apelin receptor APJ, primary screen, CHO-K1 cells, PathHunter beta-arrestin, luminescence; 0.11% of 330,000 active; P35414; activation, % at 20 µM; AID 2520, 2010; 0% DMSO wells, 100% apelin;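 active means activation more than six SD over the plate average, tested at 20 µM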;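 further: 0% = DMSO alone and 100% = apelin-13 at 10 nM; some results filed as inactive read as strong as hits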
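Incubation: overnight seeding, 90 min compound at 25 °C, 1 h detection; test system: PathHunter CHO-K1 APJ (AGTRL-1) beta-arrestin reporter cells; amount: 1000 cells/well; doses: one dose, 20 µM compound, 1% DMSO; measured by: beta-gal luminescence; measure: agonist-driven arrestin binding to APJ; benchmarks: negative DMSO alone, positive Apelin-13 at 10 nM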
UPR CHOP act = activators of apoptotic CHOP UPR arm, primary screen, cell-based, CHO-CHOP luciferase reporter, luminescence, uHTS; UPR activation; percent of tunicamycin response over DMSO baseline; activation, % at 10 µM; 0.34% of 330,000 active;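 active means at 10 µM dose, activation of 40% or more, normalized to positive control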;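 further: 100% = tunicamycin at 10 µg/mL and 0% = DMSO alone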
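Test system: CHO-CHOP cells, stable luciferase reporter of PERK-eIF2a-CHOP signalling | Quantity: 500 CHO-CHOP cells per well | Buffer or medium: F12 plus 10% serum | Compound dosing: 10 µM single point, 0.5% DMSO | Schedule: 6 h compound treatment, 37 °C | Signal: Luciferase luminescence | Control set: Tunicamycin high control, DMSO low control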
Jurkat NFkB inh = inhibitors of induced NF-kB luciferase reporter, primary screen, TCR NF-kB activation inhibitor project, cell-based, luminescence, uHTS | inhibition, % at 4 µM | 0.53% of 330,000 active | Jurkat, PMA/ionomycin-induced NF-kB luciferase reporter; in the data active means inhibition above about 50%
tim23-1 inh = growth inhibitors of tim23-1 mutant yeast, primary screen, luminescence, uHTS | S. cerevisiae tim23-1 growth, BacTiter-Glo luminescence, 24 h | inhibition, % at 20 µM | 1.3% of 330,000 active | AID 463212, 2010;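 active means growth inhibition of the mutant yeast at or above 50%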;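 further: temperature-sensitive mutant grown at 25 °C; plate controls were DMSO-treated mutant yeast for no effect and medium wells lacking yeast for full effect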
XBP1 UPR activ = activators of adaptive XBP1 UPR arm, primary screen, cell-based, CHO-XBP1 luciferase reporter, luminescence, uHTS; IRE1-XBP1 UPR activation; percent of tunicamycin response, DMSO as zero; activation, % at 20 µM; 0.33% of 330,000 active;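 active means versus positive control, 20 µM dose yields 30% or more activation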;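 further: 100% = tunicamycin at 10 µg/mL and 0% = DMSO only wells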
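Material: CHO cell line with stable XBP1 luciferase reporter; schedule: 16-18 h cell attachment at 37 °C, then 6 h compound exposure; signal: glow luminescence from Steady-Glo reagent; medium: serum-containing F12 medium, 10% FBS; benchmarks: tunicamycin 10 µg/mL and vehicle-only wells; read-out: percent activation relative to tunicamycin reference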
697 NFkB inh = inhibitors of PMA/ionomycin-induced NF-kB reporter, 697 cells, primary screen, B-cell NF-kB inhibitor project, cell-based, luminescence, uHTS; 697 B-cell NF-kB luciferase reporter, 16 h; inhibition, % at 4 µM; 0.33% of 330,000 active; AID 435022, 2010; in the data active means inhibition above about 35%
* = called active by the depositor.

SMILES	697 NFkB inh	APJ antagonist	APJ agonist	Jurkat NFkB inh	XBP1 UPR activ	tim23-1 inh	Mdm2 MdmX PPI	UPR CHOP act
CC(=O)Nc1ccc(NC(=O)c2c([N+](=O)[O-])cnn2C)cc1	7	-10	3	-9	-4	-2	20	1.9
COc1ccc(-n2nnc3c(SCC(=O)N4CCCc5ccccc54)ncnc32)cc1	9	-3	-3	2	0	-31	-5	-1.3
COc1cc(NC(=O)c2ccccc2NS(=O)(=O)c2ccc(Cl)s2)cc(OC)c1	-39	-10	1	-5	-3	28	85*	-1.9
O=C(COC(=O)CCS(=O)(=O)c1ccccc1)NC(=O)c1ccc(OC(F)F)cc1	13	7	1	5	-1	4	9	0.8
CCOC(=O)[C@@H]1[C@H]2COc3ccc(Br)cc3[C@@H]2N2C(=O)N(c3cccc(F)c3)C(=O)[C@@]12C	-3	9	3	-6	-3	35	3	-2.8
COC(=O)c1ccc([N+](=O)[O-])c(CS(=O)(=O)c2ccc(Cl)cc2)c1	-20	-24	-3	-22	-4	48	2	-0.8
O=C(Cn1nnc(-c2cccs2)n1)OC1CCCCC1	6	-7	-2	4	2	24	13	-1.5
Cc1oc(-c2ccccc2F)nc1CN1CCC(C(=O)NCc2cccs2)CC1	11	-19	-3	8	-1	15	-1	-2.1
O=c1c2c(-c3ccccc3)csc2nc2n1CCC2	16	15	-2	6	1	13	10	-0.6
C=CCCC(=O)N(C)CCO	13	-49	7	14	2	4	11	-1.2
CCOc1ncccc1C(=O)Nc1nc(SC)ns1	-31	16	-3	-23	4	28	-37	1.5
Cc1ccc(S(=O)(=O)CCC(=O)NCCN2C(=O)S/C(=C\c3ccccc3)C2=O)cc1	-4	-28	1	5	5	7	5	1.4
COc1cccc(OCc2cc(C(=O)N3CCN(C4CCCCC4)C(=O)C3)no2)c1	2	-11	-2	0	-4	12	1	3.8
O=C(O)CCCN1C(=O)c2ccc(Oc3cccc([N+](=O)[O-])c3)cc2C1=O	7	-13	-3	-14	-2	-1	5	-2.5
C#Cc1ccc([C@@H]2C=C(C(=O)N3CCOCC3)O[C@H](OCCCCO)C2)cc1	11	8	-1	13	2	2	13	1.4
CC(C)(C)N(Cc1ccccc1)C(=O)COC(=O)CN1C(=O)NC2(CCCC2)C1=O	4	14	1	17	-8	11	12	-0.3
O=C(CSc1nnnn1-c1ccccc1)Nc1ccc(N2CCOCC2)cc1	17	3	-3	12	-7	9	-1	-1.0
S=C(NCc1ccccc1)NC1CCSc2ccccc21 (centres undefined)	-11	1	4	19	-6	28	-5	0.9
C[C@]12CC[C@@H]3c4ccc(O)cc4C(=O)C[C@H]3[C@@H]1CC[C@@H]2O	2	22	-3	-1	2	18	-2	0.8
O=C(C(=O)N1CCOCC1)c1cn(CCOc2ccccc2)c2ccccc12	2	11	-3	-9	-1	13	5	-0.8
COc1ccc(-n2nnc3c(=O)n(CC(=O)Nc4cc(C)on4)cnc32)cc1OC	-3	-9	-5	-1	0	-7	13	-1.1
N#Cc1cccnc1Nc1cccc(Cl)c1	-18	3	0	-9	1	3	-16	1.1
C=CC[C@]12C[C@@H](OC)C(=O)C=C1O[C@@H](c1ccc(OC)c(OC)c1)[C@H]2C	5	-56	-4	15	0	18	24	-1.3
COCCCN1C(=O)N(c2ccccc2)C(=O)C1CC(=O)Nc1ccc(F)cc1 (centres undefined)	-9	0	-1	-21	0	6	-14	-1.2
CCOC(=O)N1CCC(NS(=O)(=O)c2cc(Br)cnc2N)CC1	16	20	-2	-1	0	11	-6	-1.6
COc1cccc(SCc2noc(C(=O)NCC3CC3)c2C(=O)NCC2CC2)c1	4	-72	-5	11	-3	21	9	0.2
COc1cccc(CC(=O)Nc2ccc(S(=O)(=O)N3CCCCC3)cc2)c1	11	-1	0	11	-3	16	20	-2.0
Cc1ccccc1N(CC(=O)NC(C)(C)C)C(=O)CS(=O)CC(=O)Nc1ccc2c(c1)OCO2 (centres undefined)	-4	-14	-2	0	-4	0	-2	-0.8
O=S1(=O)c2cccc3cccc(c23)N1Cc1nnc(-c2ccccc2Br)o1	-3	-10	3	10	2	17	19	0.4
COc1cccc(NC(=O)NCCN2CCCCC2)c1	10	6	-5	1	-2	-8	17	0.6

A second format for some results above:
Molecule: COc1cc(NC(=O)c2ccccc2NS(=O)(=O)c2ccc(Cl)s2)cc(OC)c1
  697 NFkB inh: -39 | APJ antagonist: -10 | APJ agonist: 1 | Jurkat NFkB inh: -5 | XBP1 UPR activ: -3 | tim23-1 inh: 28 | Mdm2 MdmX PPI: 85* | UPR CHOP act: -1.9

Molecule: COc1ccc(-n2nnc3c(=O)n(CC(=O)Nc4cc(C)on4)cnc32)cc1OC
  697 NFkB inh: -3 | APJ antagonist: -9 | APJ agonist: -5 | Jurkat NFkB inh: -1 | XBP1 UPR activ: 0 | tim23-1 inh: -7 | Mdm2 MdmX PPI: 13 | UPR CHOP act: -1.1

(more compounds)
SMILES	697 NFkB inh	APJ antagonist	APJ agonist	Jurkat NFkB inh	XBP1 UPR activ	tim23-1 inh	Mdm2 MdmX PPI	UPR CHOP act
CC(C)Cn1cnc2sc3c(c2c1=N)CCCC3	-30	-4	-5	-4	-4	-9	12	0.2
COc1ccc(S(=O)(=O)N2CCCCCC2)cc1C(=O)NCc1cccs1	8	-56	-3	-16	2	17	15	5.6
CC(C)C(NC(=O)OCc1ccccc1)C(=O)NCc1ccc(C(=O)O)cc1 (centres undefined)	-29	7	-1	3	0	8	-5	-0.3
O=C(CSc1nc(-c2ccccc2)cs1)NC(=O)NCc1ccco1	-4	-9	2	-2	0	8	7	-2.1
CC(C)C(=O)NCCSc1c[nH]c2ccccc12	-15	1	-5	-11	2	6	16	-0.1
Cc1c(Cl)c(=O)oc2cc(OC(C)C)ccc12	0	-10	-2	0	3	15	14	1.5
COc1ccccc1CN1CCc2c([nH]c3ccccc23)C1	13	20	-1	16	-2	-4	22	1.2
CSc1ncccc1C(=O)Nc1ccccc1N1CCOCC1	1	-6	2	-12	2	18	-7	1.0
O=C(NCC(=O)N1CCN(c2ccccc2O)CC1)c1ccc(Br)o1	-1	-6	-3	8	-2	16	9	-0.7
Cc1scc(C(=O)O)c1-c1c(C(=O)O)csc1C	-12	-2	1	1	0	4	-4	-1.0
CCOC(=O)C1CSC(CC(=O)Nc2ccc(Cl)cc2)C(=O)N1 (centres undefined)	6	6	0	-4	-2	12	5	-0.7
O=C(c1ccc2ccccc2c1)N1CCOCC1	3	19	0	5	1	0	-3	-0.1
COc1ccc(/C=C2/C(=O)N(c3ccccc3)N=C2C)cc1Br	15	28	4	-4	0	56*	1	1.4
N#CCC(=O)N/N=C/c1cn(Cc2ccc(Cl)cc2Cl)c2ccccc12	9	-17	-3	19	6	4	48	-0.3
O=C(CSCC(=O)OCC(=O)c1ccc(Br)cc1)Nc1cccc2ccccc12	3	-17	-2	6	1	28	-28	-0.7
O=C(O)c1cc(-c2ccc(Cl)cc2)n[nH]1	9	10	-1	6	-1	0	11	-2.2
CCc1ccc(S(=O)(=O)NCc2csc(-c3ccccc3)n2)s1	-3	16	-1	-11	-1	39	23	-1.1
COC(=O)CNC(=O)COC(=O)c1ccc(OC)c([N+](=O)[O-])c1	2	-13	1	-8	-1	-7	16	-0.1
COc1ccc(CCNC(=O)C(=O)NCc2ccccn2)cc1	23	-10	-1	-11	-1	0	8	-0.2
Fc1ccccc1C1CCN(Cc2nc(CC3CC3)no2)C1 (centres undefined)	-7	5	-2	-44	-4	17	3	1.7
CCCCOc1ccc(NC(=O)c2cnc(C)cn2)cc1	-8	-6	3	8	0	10	-7	1.2
CC1(C)C2CCC1(C)C(Nc1ccccc1)C2 (centres undefined)	8	-8	-3	-6	0	27	-5	-0.4
CCc1ccc(/C=C/C(=O)C2C(=O)c3ccccc3C2=O)cc1	-33	16	-7	17	-2	19	-10	-1.9
CC(C)CC(=O)Nc1ccc(C(=O)Cn2c(=O)oc3ccccc32)cc1	-1	3	1	-2	-1	5	-33	-0.6
COc1ccc(CNC(=O)CN(Cc2ccccc2)C(=O)CCC(=O)Nc2nccs2)cc1	-2	-2	-2	-3	-5	15	-3	0.4
CC(C)COC(=O)Nc1ccccc1C(=O)N1CCOCC1	-2	16	-5	11	6	-2	-16	-2.5
C/C(CC(=O)Nc1cc(C)ccn1)=N\NC(=O)c1ccc(C)cc1	-22	-4	-2	-11	1	6	-12	-1.3
CCOCCCNC(=O)C1CCN(S(=O)(=O)N2CCCCC2)CC1	8	2	-2	13	-1	10	-17	0.2
COc1cc2c(cc1OC)CN(C(=O)CSc1nnc3scc(-c4ccccc4)n13)CC2	9	12	-1	-3	-4	9	5	-0.4
NCCSC1CC(=O)N(c2ccc(F)cc2)C1=O (centres undefined)	-9	-2	-3	-15	-3	-1	10	-0.2

Among those listed so far, these contain a cyano group.
SMILES	697 NFkB inh	APJ antagonist	APJ agonist	Jurkat NFkB inh	XBP1 UPR activ	tim23-1 inh	Mdm2 MdmX PPI	UPR CHOP act
N#Cc1cccnc1Nc1cccc(Cl)c1	-18	3	0	-9	1	3	-16	1.1
N#CCC(=O)N/N=C/c1cn(Cc2ccc(Cl)cc2Cl)c2ccccc12	9	-17	-3	19	6	4	48	-0.3

Next section:
SMILES	697 NFkB inh	APJ antagonist	APJ agonist	Jurkat NFkB inh	XBP1 UPR activ	tim23-1 inh	Mdm2 MdmX PPI	UPR CHOP act
CCC(=O)N1CCN(c2ccc(Cl)cc2NC(=S)NC(=O)c2ccco2)CC1	-6	-17	-3	7	-1	6	8	0.8
CC1C(=O)N2CCCc3cc(S(=O)(=O)N4CCC(C(N)=O)CC4)cc1c32 (centres undefined)	6	-40	0	-13	-2	2	-1	2.0
COc1ccc(O)c(C(=O)c2cc(C#N)c(=O)n(-c3c(C)n(C)n(-c4ccccc4)c3=O)c2)c1	-2	6	0	-8	0	6	11	-1.3
O=C(N/C=C/c1ccc(Cl)cc1)NCc1ccc(Cl)cc1	2	-15	-1	9	0	24	2	0.5
Cc1cc(C)nc(SCCCNCc2ccccc2)n1	-14	11	-2	-14	-1	-3	15	-0.8
COc1ccc2cc(C#N)c(N3CCN(C(=O)c4ccccc4C)CC3)nc2c1	2	-2	-3	-5	-4	13	9	-0.5
CCOC(=O)C(CC)(CC)C(=O)/C=C/c1cccc(Br)c1	-20	-1	-2	-8	3	29	97*	54*
O=c1[nH]c(/C=C\c2ccc(O)c(Cl)c2)nc(O)c1[N+](=O)[O-]	6	23	-4	-3	0	7	22	-1.9
Cc1cc(Nc2ccc(F)c(F)c2)nc(-c2ccccc2O)n1	20	-29	1	-18	6	-1	45	2.0
O=C(NC(=S)N1CCc2ccccc21)c1ccccc1Br	-25	17	0	-4	2	34	-15	2.9
O=C(NC(=S)Nn1cnc2c(cnn2-c2ccccc2)c1=O)c1ccc(Oc2ccccc2)cc1	-8	26	-5	-2	-1	-6	2	-2.6
CC(C)(CNC(=O)c1sc2cc(F)ccc2c1Cl)N1CCOCC1	-1	4	-1	7	2	41	5	0.2
COc1ccc(N(C(C)C(=O)NCc2ccco2)S(C)(=O)=O)cc1 (centres undefined)	3	4	1	9	-1	8	2	0.0

High-throughput results from PubChem.

No enrichment for hits (roughly 5% active in at least one column).
